Tau FP inhib – inhibitors of human tau fibril formation. P10636. Potency, µM (highest dose often 57.7 µM), for inactives: at the top dose activity, negative = inhibition, usual class: inhibitors. K18 P301L tau heparin fibrillization, Alexa594 FP, 6 h. 280,000 tested, 0.39% active; further: on the % scale 0 is the no-effect control and ±100 the full control effect; nearly all actives have a fitted effect of over 55% in size
Target sequence (P10636 561-689 P618L limits assumed): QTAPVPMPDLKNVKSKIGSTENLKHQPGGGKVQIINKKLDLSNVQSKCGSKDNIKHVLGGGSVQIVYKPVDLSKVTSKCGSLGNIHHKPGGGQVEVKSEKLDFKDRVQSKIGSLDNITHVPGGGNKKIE
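Read-out: fluorescence polarization of Alexa 594-labeled tau (0.24 uM), 555 nm excitation, 632 nm emission. Mixtures held 15 uM unlabeled K18 P301L, compound and 20 uM heparin, pH 7 acetate buffer, incubated 6 hr at 37 C.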
RECQ1 helicase – blocks DNA unwinding by human RECQ1. P46063. RECQ1 DNA unwinding, red fluorescence kinetic read. Potency, µM (titrated, usually from 57.3 µM), for the others: at the top dose activity, negative = inhibition, hits mostly inhibitors. 240,000 tested, 0.54% active;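 further: plate controls were vehicle for no effect and no enzyme for full effect; nearly all actives have a fitted effect of over 30% in size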
Target sequence (P46063 whole entry, looked up): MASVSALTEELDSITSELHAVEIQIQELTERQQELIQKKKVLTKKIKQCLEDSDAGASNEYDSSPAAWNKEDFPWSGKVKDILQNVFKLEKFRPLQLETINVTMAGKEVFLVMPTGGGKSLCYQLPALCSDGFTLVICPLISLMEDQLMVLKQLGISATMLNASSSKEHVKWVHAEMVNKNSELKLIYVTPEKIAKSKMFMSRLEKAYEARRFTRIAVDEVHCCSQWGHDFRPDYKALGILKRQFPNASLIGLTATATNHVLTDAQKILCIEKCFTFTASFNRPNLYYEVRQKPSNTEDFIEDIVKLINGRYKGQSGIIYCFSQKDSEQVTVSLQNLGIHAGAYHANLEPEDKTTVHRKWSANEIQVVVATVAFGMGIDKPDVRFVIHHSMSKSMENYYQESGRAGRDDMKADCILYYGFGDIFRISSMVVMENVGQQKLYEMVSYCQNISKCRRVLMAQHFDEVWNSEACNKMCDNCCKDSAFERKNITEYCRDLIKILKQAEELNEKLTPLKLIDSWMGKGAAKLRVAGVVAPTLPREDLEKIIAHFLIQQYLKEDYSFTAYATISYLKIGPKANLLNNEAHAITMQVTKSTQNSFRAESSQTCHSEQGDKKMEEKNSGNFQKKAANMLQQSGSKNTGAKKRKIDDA
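50 nM RECQ1T1 preincubated 15 min with compound in Tris pH 8.0 buffer with MgCl2, DTT, Tween-20 and 2.5 ug/ml poly(dI-dC); started with 200 nM TAMRA/BHQ-2 forked duplex and 2 mM ATP. Unwinding read as fluorescence (525/598 nm), two reads 2 h apart.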
HTT cytoprotect – Huntington cell model cytoprotection by ATP luminescence; PC12 HTT-Q103 induced, cytoprotection, ATP luminescence, 40 h; Potency, µM (series often up to 56.4 µM), without a hit: cytoprotection (ATP increase), hits mostly activators; 230,000 tested, 0.14% active;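 further: % of control where 0% means no effect; nearly all actives have a fitted effect of over 45% in size; toxic huntingtin expression switched on by the ecdysone agonist tebufenozide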
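Cells were plated at 1500 per well in phenol red-free DMEM with 5% equine and 5% calf serum. Tebufenozide (100 nM final) and compounds were added, then ATPlite reagent, and luminescence was read.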
L3MBTL1 block – L3MBTL1 (human) inhibition; 230,000 tested, 0.66% active; AlphaScreen L3MBTL1–H3K9me1 peptide binding; AID 485360; Potency, µM (highest dose often 57.1 µM), for inactives: at the highest dose activity, negative = inhibition, most hits filed as inhibitors; further: on the % scale 0 is the no-effect control and ±100 the full control effect; nearly all actives have a fitted effect of over 60% in size
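Read-out is AlphaScreen signal from streptavidin donor and nickel chelate acceptor beads (10 ug/mL final each) bridging L3MBTL1 (50 nM) and biotinylated K9-monomethylated H3(1-15) peptide (75 nM), after 30 min compound exposure at room temperature.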
TR SRC2 fluor cs – alters Texas Red total fluorescence, flagging assay interference | 280,000 tested, 0.29% active | TRb/SRC2 Texas Red total fluorescence interference | Potency, µM (doses to about 106 µM), for the others: top-dose fluorescence change, negative = quenching; active means well fitted curve in either direction with a large enough effect; inconclusive means small, poorly fitted or top-dose-only effect; further: on the % scale 0 is the no-effect control and ±100 the full control effect
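Flags fluorescent or light-absorbing compounds by total fluorescence, S + 2P, at 555 nm excitation and 632 nm emission. Mixture: 20 nM Texas Red SRC2 peptide, 0.6 uM human TRb LBD, 1 uM T3, 5% DMSO; compound exposure 5 h at ambient temperature.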
TRb-SRC2 inh – disrupts binding of human TR beta to SRC2. 280,000 tested, 0.065% active. Potency, µM (top dose mostly 106 µM), inactives show top-dose activity change, negative = inhibition, usual class: inhibitors. AID 1469. TRbeta-SRC2 peptide binding, fluorescence polarization; receptor liganded with 1 µM T3;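 further: plate controls were bound peptide for no effect and peptide without receptor for full effect; nearly all actives have a fitted effect of over 50% in size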
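Decrease in fluorescence polarization of 20 nM Texas Red SRC2 coactivator peptide flagged inhibition of its binding to 0.6 uM TRb LBD; 1 uM T3 included, incubation 5 hr, ex 555/em 632 nm.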
Tau ThT inhib – inhibitors of human tau fibril formation, thioflavin T binding. P10636. recombinant tau K18 P301L, heparin-induced fibrillization, ThT fluorescence. Potency, µM (doses to about 57.4 µM), for the others: at the top dose activity, negative = inhibition, most hits filed as inhibitors. 270,000 tested, 2.1% active. AID 1460; further: on the % scale 0 is the no-effect control and ±100 the full control effect; nearly all actives have a fitted effect of over 55% in size
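Aggregation was driven by heparin (20 uM final) acting on recombinant tau […] bearing P301L in 100 mM sodium acetate pH 7; fibrils were detected with Thioflavin T.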
Tau fluor counter – counter-screen for tau fibril formation inhibitors; Potency, µM (doses to about 57.7 µM), for inactives: at the highest dose activity change, negative = decrease; tau K18 P301L (four-repeat tau fragment) Alexa594 fluorescence, heparin fibrillization; 280,000 tested, 0.93% active; further: on the % scale 0 is the no-effect control and ±100 the full control effect; nearly all actives have a fitted effect of over 55% in size
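Human K18 P301L tau (15 uM unlabeled plus 0.24 uM Alexa 594-labeled, final) in 100 mM sodium acetate pH 7 was mixed with compound and 20 uM heparin and incubated 6 hr at 37 C.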
Numbers without * were called inactive; i = inactive; ? = inconclusive; . = no result given; [ ] = dose if it differs, or a comment. Unless noted, the call rests on the fitted dose curve; in most records, active means well fitted curve in the direction sought with a large enough effect; inconclusive means small, poorly fitted or top-dose-only effect, or another doubt; inactive means no such curve, though single readings can be large; an effect the other way counts as inactive or inconclusive. Potency means the concentration at half of the fitted maximal effect.

Sample of the layout:
Fields – Tau FP inhib	RECQ1 helicase	HTT cytoprotect	L3MBTL1 block	TR SRC2 fluor cs	TRb-SRC2 inh	Tau ThT inhib	Tau fluor counter
O=C(NC1CCCC1)C(c1ccncc1)N(C(=O)c1csnn1)C1CCCC1 (configuration not stated)
→ 0%	20%	3%[10 µM]	-11%	-2%	0%	-4%	-6%
COc1ccc(CNC(=O)Oc2ccccc2)cc1Cl
→ -7%	-6%	-16%	.	-1%	-10%	-5%	-7%
COc1cc2[nH]c(=S)nc(NCCC(C)C)c2cc1OC
→ 12%	-2%	-7%	-10%	-3%	-8%	-8%	-17%
CC(=O)N1CCCN(Cc2cn(-c3cc(C)ccc3C)nc2-c2ccccc2)CC1
→ ?	7%	13%[10 µM]	-10%	-7%	-4%	-12%	-13%
CC1Cc2ccccc2N1CC(=O)Nc1ccc(S(N)(=O)=O)cc1 (configuration not stated)
→ 4%	-4%	-3%[10 µM]	-15%	10%	-2%	?	?
CC1=[N+]([O-])C(C)(C)C(c2ccc(Br)cc2)=[N+]1[O-]
→ -8%	1%	.	8%	-1%	0%	0%	-2%
CCS(=O)(=O)N1CCc2cc(C(=O)N3CCN(c4ccccc4)CC3)ccc21
→ 6%	.	.	.	2%	6%	-1%	0%
CCOC(=O)c1c(NC(=O)/C=C/c2ccc(OCC)cc2)sc2c1CCC2
→ -9%	.	.	.	4%	5%	-17%	-6%
O=C(COc1ccc(Cl)cc1)NCCSCc1cccc(Cl)c1
→ 2%	-12%	3%	25%	-2%	-6%	-12%	-21%
COc1cc2nc(Nc3ccc(C)c(C)c3)nc(N)c2cc1OC
→ ?	.	.	.	-2%	-9%	-8%	?
O=C(Nc1ccccn1)c1onc2c1CCCC2
→ 11%	-1%	.	6%	-3%	2%	2%	7%

This part in full, repeating the preview:
Fields – Tau FP inhib	RECQ1 helicase	HTT cytoprotect	L3MBTL1 block	TR SRC2 fluor cs	TRb-SRC2 inh	Tau ThT inhib	Tau fluor counter
O=C(NC1CCCC1)C(c1ccncc1)N(C(=O)c1csnn1)C1CCCC1 (configuration not stated)
→ 0%	20%	3%[10 µM]	-11%	-2%	0%	-4%	-6%
COc1ccc(CNC(=O)Oc2ccccc2)cc1Cl
→ -7%	-6%	-16%	.	-1%	-10%	-5%	-7%
COc1cc2[nH]c(=S)nc(NCCC(C)C)c2cc1OC
→ 12%	-2%	-7%	-10%	-3%	-8%	-8%	-17%
CC(=O)N1CCCN(Cc2cn(-c3cc(C)ccc3C)nc2-c2ccccc2)CC1
→ ?	7%	13%[10 µM]	-10%	-7%	-4%	-12%	-13%
CC1Cc2ccccc2N1CC(=O)Nc1ccc(S(N)(=O)=O)cc1 (configuration not stated)
→ 4%	-4%	-3%[10 µM]	-15%	10%	-2%	?	?
CC1=[N+]([O-])C(C)(C)C(c2ccc(Br)cc2)=[N+]1[O-]
→ -8%	1%	.	8%	-1%	0%	0%	-2%
CCS(=O)(=O)N1CCc2cc(C(=O)N3CCN(c4ccccc4)CC3)ccc21
→ 6%	.	.	.	2%	6%	-1%	0%
CCOC(=O)c1c(NC(=O)/C=C/c2ccc(OCC)cc2)sc2c1CCC2
→ -9%	.	.	.	4%	5%	-17%	-6%
O=C(COc1ccc(Cl)cc1)NCCSCc1cccc(Cl)c1
→ 2%	-12%	3%	25%	-2%	-6%	-12%	-21%
COc1cc2nc(Nc3ccc(C)c(C)c3)nc(N)c2cc1OC
→ ?	.	.	.	-2%	-9%	-8%	?
O=C(Nc1ccccn1)c1onc2c1CCCC2
→ 11%	-1%	.	6%	-3%	2%	2%	7%
Cc1ccc2nc(N3CCN(Cc4nnnn4Cc4ccccc4)CC3)c(C#N)cc2c1
→ 6%	18%	8%[10 µM]	.	5%	3%	-22%	-22%
CC(C)Oc1ccc(C(=O)N(Cc2ccco2)c2ccccn2)cc1
→ 2%	.	.	.	8%	0%	-7%	-10%
O=C(Oc1cccc(-n2cnnn2)c1)c1ccccc1Cl
→ 1%	-5%	-29%[10 µM]	11%	0%	-6%	-11%	-10%
O=C(NC(=S)N(Cc1ccccc1)Cc1ccccc1)C1CCCCC1
→ 0%	-7%	-40%[inhibitor]	46%	-11%	0%	-15%	-26%
CCCCOc1ccc(CSc2nc(C)[nH]c2[N+](=O)[O-])cc1[N+](=O)[O-]
→ .	-7%	10%[10 µM]	.	-4%	-1%	.	.
CCn1c(N)nc2ccccc21
→ -15%	i	-8%	5%	-4%	0%	-22%	-18%
CC(=O)N(C)c1ccc(OCC(O)Cn2c3ccc(Cl)cc3c3cc(Cl)ccc32)cc1 (configuration not stated)
→ -6%	-6%	-2%[10 µM]	7%	-4%	-3%	-5%	-29%
COC(=O)c1[nH]c2cc(C)ccc2c1NC(=O)CN1CCN(C(=O)c2ccco2)CC1
→ 2%	0%	16%[0.074 µM]	-5%	-1%	4%	-23%	-12%
Cc1nc([N+](=O)[O-])c(SCC(O)CCl)n1Cc1ccc(Cl)cc1 (configuration not stated)
→ -3%	17%	.	-3%	-2%	0%	-10%	-7%

Going on with the list.
Fields – Tau FP inhib	RECQ1 helicase	HTT cytoprotect	L3MBTL1 block	TR SRC2 fluor cs	TRb-SRC2 inh	Tau ThT inhib	Tau fluor counter
NCCC[C@@H](CC(=O)N[C@@H]1CCNC[C@H]1C(=O)N[C@H](CC(=O)N[C@@H](CCC(=O)O)CC(=O)O)Cc1ccccc1)NC(=O)C[C@H](Cc1c[nH]c2ccccc12)NC(=O)[C@@H]1CCCC[C@H]1N
→ -2%	-5%	-2%	.	-1%	0%	?	-29%
Cc1cccc(Cn2cc(C(=O)Nc3ccc(S(N)(=O)=O)cc3)ccc2=O)c1
→ -9%	.	.	.	2%	-4%	4%	-9%
COc1ccc2c(c1)c(C(=O)N/N=C/c1cccc(O)c1)c(C)n2C
→ -6%	i	-6%[10 µM]	7%	-2%	6%	-10%	1%
Cc1cc(C)n2[nH]c(=O)c(N=Nc3ccc(S(N)(=O)=O)cc3)c2n1
→ -1%	10%	23%[10 µM]	-3%	-4%	-1%	?	-2%
COc1cccc(-n2cc(CNCc3c(C(=O)N(C)C)nc4ccc(Cl)cn34)cn2)c1
→ 5%	-4%	-25%	-7%	-1%	7%	-12%	-10%
Cc1c(C(=O)OCC(=O)Nc2ccc(S(N)(=O)=O)cc2)oc2c1ccc1ccccc12
→ 3%	20%	-17%	-20%	-3%	7%	-2%	-8%
O=C(COCc1cc(-c2cccs2)on1)NCc1ccccc1Cl
→ 10%	.	.	.	-22%	7%	-3%	-8%
O=C(Nc1ccc(O)c2c(=O)cc(-c3ccccc3Cl)oc12)c1ccc(Br)cc1
→ 5%	-6%	?	.	-4%	6%	14µM*	-18%
COc1ccc2cc(C(=O)NCCO)sc(=O)c2c1OC
→ ?	2%	0%[1.9 µM]	-1%	-2%	2%	-16%	-12%
CCN(CC)CCNc1ncnc2c1sc1nc(N3CCCC3)c3c(c12)CC(C)(C)OC3
→ 7%	?	-28%[10 µM]	-4%	-4%	0%	-9%	-11%
Cc1ccc(C)c(N(C)C(=O)c2coc(=O)c3ccccc23)c1
→ 4%	1%	-19%	-5%	-1%	0%	-10%	-6%
COc1ccccc1CNC(=O)CCC(=O)N1CC2CCCN2c2ccccc21 (configuration not stated)
→ 8%	.	.	.	3%	-12%	6%	2%
CC(=O)Nc1ccc(S(=O)(=O)Nc2nnc(C(C)C)s2)cc1
→ 9%	i	16%	.	0%	-9%	-6%	2%
CC(NC(=O)Cn1cc(C(=O)C2CC2)c2ccccc21)c1ccccc1 (configuration not stated)
→ -18%	-12%	-10%	-1%	-2%	3%	-9%	-15%
CCCCn1c(=O)[nH]c(=O)c2c1nc(-c1ccc(CC)c([N+](=O)[O-])c1)n2C
→ 17%	-4%	-5%	14%	1%	-12%	14%	5%
COc1ccccc1NC(=O)CCSCCC(=O)Nc1ccccc1OC
→ -2%	-2%	8%[0.074 µM]	-21%	-1%	13%	9%	12%
Cc1ccc(NC(=O)CSc2nc3c(c(=O)[nH]2)CN(Cc2ccc4c(c2)OCO4)CC3)cc1C
→ 7%	.	.	.	0%	-2%	5%	-1%
O=C(CN1CCCCC1)N1CCCc2ccccc21
→ 2%	-12%	19%	.	0%	11%	-5%	-6%
CC1=C(C(=O)OC(C)C)C(c2ccc(C)o2)NC(=O)N1 (configuration not stated)
→ 6%	0%	-16%[10 µM]	-13%	-1%	2%	10%	11%
COc1ccc(-c2nnc(SCC(=O)Nc3cc(OC)ccc3OC)nc2-c2ccc(OC)cc2)cc1
→ -12%	.	.	.	-2%	2%	?	?
CCOC(=O)C1(CC2CC2)CCN(C(=O)c2cc(C)nc3ccc(CC)cc23)CC1
→ 7%	i	10%[10 µM]	-15%	-3%	-5%	-7%	3%
CC(=O)Nc1ccc(N=Nc2ccc(O)cc2)cc1
→ 4%	2%	-62%[inhibitor][10 µM]	-7%	-6%	12%	7.9µM*	-25%
O=C(Cn1ncc(N2CCCC2)c(Cl)c1=O)c1ccc(Cl)cc1
→ -7%	-7%	-29%	1%[11.4 µM]	-4%	-4%	-12%	-6%

These rows are one share of the data; rates above refer to the full screens.
